D1 antagonist: blocks dopamine activation of the human D1 receptor. HEK293 TREx D1 cells, calcium flux, dopamine EC80; stronger effect = lower value. activity change, negative = inhibition, % at 10 µM. 360,000 compounds, 3.2% hits. AID 504652; in the data active = activity change below about -30%; also: % is scaled to controls: 0 for no effect and ±100 for the full control effect
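Tetracycline-induced HEK293 Trex D1 cells, force-coupled to calcium, dye-loaded; compounds added and read 180 s, then EC80 dopamine added and calcium flux tracked kinetically another 180 s.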
D2 potentiator: positively modulates the human D2 dopamine receptor allosterically. potentiation, % at 10 µM. HEK293 T-REx D2, calcium flux, EC20 dopamine potentiation. 340,000 compounds, 0.34% hits. P14416;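 active = potentiation over 3 SD above the plate norm, cut at about 30% in these data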; also: 0% is about no effect
Target sequence (P14416 whole entry, looked up): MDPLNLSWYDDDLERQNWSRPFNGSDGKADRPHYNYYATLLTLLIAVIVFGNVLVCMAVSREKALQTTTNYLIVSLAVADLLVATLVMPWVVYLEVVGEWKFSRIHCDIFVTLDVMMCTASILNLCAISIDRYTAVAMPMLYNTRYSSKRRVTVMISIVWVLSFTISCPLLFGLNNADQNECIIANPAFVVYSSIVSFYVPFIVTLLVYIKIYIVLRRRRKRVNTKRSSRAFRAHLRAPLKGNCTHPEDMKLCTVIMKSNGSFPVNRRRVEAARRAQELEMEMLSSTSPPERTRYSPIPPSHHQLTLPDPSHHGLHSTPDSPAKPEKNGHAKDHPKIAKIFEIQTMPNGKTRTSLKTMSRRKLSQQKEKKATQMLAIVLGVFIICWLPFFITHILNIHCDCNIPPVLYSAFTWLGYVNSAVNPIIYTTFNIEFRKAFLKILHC
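Cells plated with tetracycline inducer and held overnight at 30 C; calcium dye loaded 30–90 min at room temperature; baseline taken, compound added and read 180 s; EC20 dopamine then added and read 180 s.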
Glioma ERSR ind: inducers of ER stress response in human glioma cells. Potency, µM, without a hit: at the top dose activation, actives largely listed as activators. 420,000 compounds, 0.02% hits. AID 602332. U87-MG GRP78 promoter luciferase reporter, 16 h; also: potency is read from the fitted curve at half-maximal effect; series mostly up to about 76 µM; % of control where 0% means no effect; nearly all actives have a fitted effect of over 35% in size
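Stably transfected U87-MG human glioma cells carrying a GRP78-based luminescent sensor were seeded at 1000 cells/well, pin-dosed with compounds and incubated 16 h. Luciferase reagent was then added, and end-point luminescence was read after 10 min at room temperature.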
D1 PAM: human D1 dopamine receptor positive modulation | P21728 | HEK293 TREx D1 cells, calcium flux, dopamine EC20 potentiation | potentiation, % at 10 µM | 360,000 compounds, 0.036% hits; in the data active = potentiation above about 30%; also: 0% is about no effect
D1 ag: activates the human D1 dopamine receptor; HEK293 T-REx D1 cells, calcium flux, agonist mode; activation, % at 2 µM; 360,000 compounds, 1% hits; AID 504660; in the data active = activation above about 30%; also: 0% is about no effect
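Tetracycline-induced HEK293 TREx D1 cells, force-coupled to calcium signalling, were dye-loaded with a no-wash calcium kit. Compound was pin-added after a 10 s baseline. Fluorescence was read kinetically at 1 cycle/s for 180 s, with calcium rises flagged as agonism.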
Vif-A3F inh: Vif-A3F binding inhibition; HeLa A3F-eYFP + Vif (tagged APOBEC3F with the HIV-1 protein that degrades it), YFP fluorescence increase; Potency, µM (series often up to 46.1 µM), for the others: at the top dose activity, negative = active; 390,000 compounds, 0.2% hits; also: potency is read from the fitted curve at half-maximal effect; % of control where 0% means no effect; nearly all actives have a fitted effect of over 65% in size
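HeLa cells stably expressing A3F-eYFP plus Vif, plated and incubated overnight at 37 deg C, then exposed to compounds overnight at 37 deg C. Blocked degradation read as raised yellow fluorescence (Ex 488/Em 500-530).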
RXFP1 agonist: RXFP1 (human) receptor agonism | Q9HBX9 | HEK293T-RXFP1 cAMP TR-FRET, 30 min; response scale: percent of porcine relaxin response, buffer zero | Potency, µM (doses to about 57.5 µM), without a hit: at the highest dose activation, usual class: activators | 370,000 compounds, 0.3% hits | AID 2676; also: potency is read from the fitted curve at half-maximal effect; % is scaled to controls: 0 for no effect and ±100 for the full control effect; nearly all actives have a fitted effect of over 60% in size; many of its hits are not listed in these tables
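HEK293 cells stably expressing RXFP1, treated 30 min at 37C with compounds plus PDE4 inhibitor Ro 20174; cAMP measured by HTRF TR-FRET. Normalized to buffer and 29 nM porcine relaxin; EC50 by Hill fit.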
Vif-APOBEC3G blk: Vif-A3G binding inhibition. HeLa A3G-eYFP + Vif (tagged APOBEC3G with the HIV-1 protein that degrades it), YFP fluorescence, overnight. Potency, µM (top dose mostly 46.1 µM), inactives show top-dose activity, negative = active, hits mostly inhibitors. 410,000 compounds, 0.076% hits. AID 602310;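 also: potency is read from the fitted curve at half-maximal effect; % is scaled to controls: 0 for no effect and ±100 for the full control effect; nearly all actives have a fitted effect of over 60% in size; hits raise eYFP signal because A3G escapes Vif-driven loss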
Target sequence (Q9HC16 whole entry, looked up): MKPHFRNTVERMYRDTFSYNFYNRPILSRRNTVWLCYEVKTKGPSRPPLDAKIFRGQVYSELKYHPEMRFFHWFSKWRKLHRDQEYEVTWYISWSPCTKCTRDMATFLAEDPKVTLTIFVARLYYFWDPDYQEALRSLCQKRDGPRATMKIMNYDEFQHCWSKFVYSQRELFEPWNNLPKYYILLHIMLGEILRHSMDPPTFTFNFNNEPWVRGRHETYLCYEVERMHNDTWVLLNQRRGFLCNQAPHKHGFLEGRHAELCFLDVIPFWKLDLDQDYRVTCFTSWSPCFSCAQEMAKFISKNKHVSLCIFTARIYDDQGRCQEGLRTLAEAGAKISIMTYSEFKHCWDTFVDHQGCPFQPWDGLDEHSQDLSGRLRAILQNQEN
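Read-out is eYFP fluorescence (Ex 488/Em 500-530) from Vif-expressing HeLa A3G-eYFP cells; more signal means A3G escaped Vif-mediated degradation. Cells plated overnight, compound pinned in, incubated overnight at 37 deg C.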
RXFP1 antag: blocks the human relaxin receptor RXFP1. HEK293-RXFP1, relaxin-stimulated cAMP HTRF, 30 min; stronger effect = lower value. activity change, negative = inhibition, % at 57.5 µM. 350,000 compounds, 0.59% hits. AID 1259400;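 active = activity change of -60% or lower, but not beyond a set lower limit; inconclusive = change between -60% and -40%, or beyond the set limit; inactive = change above -40%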; also: % is scaled to controls: 0 for no effect and ±100 for the full control effect
* = called active by the depositor; ? = inconclusive; / = no result given. Unless noted, calls follow the shape of the dose curve; as a rule, active = well fitted curve in the direction sought with a large enough effect; inconclusive = small, poorly fitted or top-dose-only effect, or another doubt; inactive = no such curve, though single readings can be large; an effect the other way counts as inactive or inconclusive.

SMILES	D1 antagonist	D2 potentiator	Glioma ERSR ind	D1 PAM	D1 ag	Vif-A3F inh	RXFP1 agonist	Vif-APOBEC3G blk	RXFP1 antag
COc1ccc(CNC(=O)[C@@H](NC(=O)C2CCN(C(=O)[C@@H]3CCCN3C(=O)OC(C)(C)C)CC2)C(C)C)cc1	4	/	0%	8	1	3%	-0.1%	0%	/
COC(=O)c1ccc(CNC(=O)COC(=O)CC23CC4CC(CC(Br)(C4)C2)C3)cc1	0	14	-6%	9	10	-10%	-0.5%	0%	9
Cc1ccccc1Cn1c(C)nc2ccc([N+](=O)[O-])cc2c1=O	7	5	-4%	4	8	12%	3.8%	-7%	5
COc1ccc(C(=O)NC(Nc2ccccc2)C(Cl)(Cl)Cl)cc1 (stereo not drawn)	3	-6	-1%	-5	4	-5%	3.9%	1%	7
CC(=O)c1sc(NC(=O)CN2C(=O)CCC2=O)nc1C	/	/	-4%	/	/	-1%	/	-6%	-3
CCn1c(=O)cc(O)c2c(=O)n(C)c(=O)n(C)c21	2	14	-3%	10	-1	3%	0.1%	3%	1
COc1ccc(CNC(=O)CN(c2cccc([N+](=O)[O-])c2)S(C)(=O)=O)cc1	0	-5	-5%	6	3	14%	2.8%	0%	-4
Cc1cc(N2CCOCC2)ccc1/C=C1/SC(=O)NC1=O	8	/	5%	-2	3	7%	-2.4%	-3%	?
COc1cccc(CNS(=O)(=O)c2cc3c(cc2C)NC(=O)CO3)c1	-32*	3	-4%	-10	6	-15%	0.3%	-1%	15
c1ccc(COc2ccc(OCCN3CCCC3)cc2)cc1	1	15	-3%	-7	48*	0%	-0.1%	3%	-7
CCCCCCC(=O)Nc1c(O)c2ccccc2[nH]c1=O	3	-6	-4%	3	3	8%	0.0%	0%	-4
Cc1nc2ccccc2n1CCc1nc2c3ccccc3nc(SCC(=O)Nc3cccc(C(F)(F)F)c3)n2n1	-10	4	-3%	-2	4	2%	1.3%	-10%	3
C/C(=N\NC(=O)c1ccccn1)c1ccc(Cl)cc1	-4	-4	-6%	-4	1	-4%	3.0%	0%	?
COc1ccc(CCn2c(=N)c(C(=O)NC3CCCC3)cc3c(=O)n4ccccc4nc32)cc1OC	8	3	7%	-2	1	?	4.5%	-12%	0
CCCCn1c(N)c(N(CCOC)C(=O)CSc2ccccc2C)c(=O)[nH]c1=O	15	6	-3%	-3	1	5%	-0.1%	-1%	1
CCOc1ccccc1NC(=O)C1CCCN(S(=O)(=O)c2cccc3cccnc23)C1 (stereo not drawn)	-6	/	-4%	0	-1	-1%	1.6%	0%	-6
CCN(Cc1ccccc1)Cc1cc(OC)cc(OC)c1	2	-21	-4%	-5	0	-20%	1.1%	-8%	-3
CCCc1nnc(SCC(=O)Nc2nnc(CC)s2)n1CC1CCCO1 (stereo not drawn)	-16	18	-6%	-5	1	4%	-4.5%	1%	-4
COc1cc(C(C)=O)ccc1OCC(O)CN1CCN(c2cc(C)cc(C)c2)CC1 (stereo not drawn)	-29	-30	-6%	-6	28	0%	-0.4%	0%	-2
CCN(CC)CCn1c(=S)[nH]c2cc3c(cc2c1=O)OCO3	-2	25	-6%	-2	1	0%	1.9%	2%	-9
CC(=O)Nc1ccccc1OCC(=O)c1cc(C)n(Cc2cccs2)c1C	-20	9	-1%	0	25	0%	3.5%	3%	-9
COc1ccc(N2CCN(C(=O)c3ccc4c(c3)CC(c3ccccc3)OC4=O)CC2)cc1 (stereo not drawn)	3	6	-1%	-2	0	-5%	0.8%	-11%	6
CCC(C(=O)Nc1ccc(S(=O)(=O)Nc2ncccn2)cc1)c1ccccc1 (stereo not drawn)	-6	13	-1%	-6	1	1%	1.6%	0%	-4
CC(=O)Nc1cccc(C(=O)NCc2ccc3c(c2)CCN3C(=O)c2ccc(F)cc2)c1	-5	-13	-4%	-1	0	0%	1.0%	-1%	-31
O=C(O)CSc1nc2ccccc2c(=O)[nH]1	9	3	-1%	-3	1	0%	0.1%	6%	-18
Cc1csc(=O)n1CCC(=O)OCC(=O)Nc1cc([N+](=O)[O-])ccc1Cl	11	-7	-5%	-1	9	1%	-1.0%	-2%	-10
C[C@H]1[C@H](C)CC[C@]2(C(=O)O)CC[C@]3(C)C(=CC[C@@H]4[C@@]5(C)C[C@@H](O)[C@H](O)C(C)(C)[C@@H]5CC[C@]43C)[C@H]12	12	-1	-6%	-2	0	10%	1.8%	-13%	/
CSc1ccccc1NC(=O)c1ccc(Br)o1	-3	0	3%	0	0	0%	3.6%	0%	-7
CC(C)CNC(=S)NNC(=O)c1csc2c1CCC(C)C2 (stereo not drawn)	3	-1	6%	4	0	-2%	0.9%	0%	-5
CCOC(=O)C(O)(CC(=O)c1ccc(OC)cc1)C(F)(F)F (stereo not drawn)	-3	4	-2%	-2	9	/	-4.0%	-1%	-12

Only Vif-APOBEC3G blk, Vif-A3F inh and D1 PAM, for 5 of the compounds above:
structure | Vif-APOBEC3G blk | Vif-A3F inh | D1 PAM
CCCc1nnc(SCC(=O)Nc2nnc(CC)s2)n1CC1CCCO1 (stereo not drawn) | 1% | 4% | -5
CC(=O)Nc1ccccc1OCC(=O)c1cc(C)n(Cc2cccs2)c1C | 3% | 0% | 0
C[C@H]1[C@H](C)CC[C@]2(C(=O)O)CC[C@]3(C)C(=CC[C@@H]4[C@@]5(C)C[C@@H](O)[C@H](O)C(C)(C)[C@@H]5CC[C@]43C)[C@H]12 | -13% | 10% | -2
COc1ccc(N2CCN(C(=O)c3ccc4c(c3)CC(c3ccccc3)OC4=O)CC2)cc1 (stereo not drawn) | -11% | -5% | -2
CCN(CC)CCn1c(=S)[nH]c2cc3c(cc2c1=O)OCO3 | 2% | 0% | -2

New compounds follow.
SMILES	D1 antagonist	D2 potentiator	Glioma ERSR ind	D1 PAM	D1 ag	Vif-A3F inh	RXFP1 agonist	Vif-APOBEC3G blk	RXFP1 antag
Cc1c(S(=O)(=O)N2CCCC(C)C2)c(=O)n(C)c(=O)n1C (stereo not drawn)	6	4	-7%	-4	1	0%	2.4%	-2%	10
O=C(c1ccccc1Br)N1N=C(c2ccccc2)CC1c1ccccc1F (stereo not drawn)	-11	-3	-4%	-6	4	2%	-0.6%	0%	-24
O=C1CCCc2c1nc(-c1cccc(Cl)c1)n2O	5	15	2%	-2	-2	0%	6.3%	-1%	5
COc1ccccc1C(=O)NCCn1cc(SCc2ccccc2Cl)c2ccccc21	-10	-7	-1%	-5	4	0%	0.1%	-4%	/
CCNC(=O)C1CCCN(c2ncnc3onc(C)c23)C1 (stereo not drawn)	3	-9	-3%	-4	1	-2%	7.0%	1%	-24
Cc1nn(CCC(=O)Nc2ccc(Cl)cc2)c(C)c1S(=O)(=O)N1CCCCC1	3	-22	-1%	1	3	-1%	-0.7%	1%	9
O=C(Nc1cccnc1)Nc1ccc(Br)cc1Cl	0	10	7%	9	1	-1%	-1.2%	0%	7
Cc1nc(-c2cc(C#N)c(Sc3ccc(Cl)cc3Cl)nc2C)cs1	-8	8	-10%	0	20	6%	0.7%	-1%	-12
COc1ccc(C2NC3=C(CCCC3)C(C#N)(C#N)C2(C#N)C#N)cc1 (stereo not drawn)	-5	5	/	-6	15	/	1.5%	/	/
CCOC(=O)c1cccc(NC(=O)Nc2ccc3c(c2)N(C)C(=O)c2ccccc2S3)c1	2	8	-4%	-1	0	-23%	-0.3%	-18%	-18
O=C(Cn1ncc2c(=O)oc3ccccc3c21)NC1CC1	-10	4	-3%	-4	4	2%	0.9%	0%	2
CCC(C(=O)OCC(=O)Nc1cccc(OC)c1)c1ccccc1 (stereo not drawn)	-10	3	-1%	-5	7	3%	-1.1%	-1%	2
CCC(=O)NC(=S)Nc1ccc(NC(=S)NC(=O)c2ccc(C)cc2)cc1	47	-2	-4%	2	-1	2%	13%	-7%	-2
CCc1ccc2ncc(C(=O)c3ccccc3)c(N3CCOCC3)c2c1	-14	2	-3%	-4	3	0%	0.5%	-16%	1
O=C(NNC(=O)C1CCN(S(=O)(=O)c2ccc(Cl)cc2)CC1)c1ccccc1	-6	0	-4%	-6	6	3%	0.3%	-4%	/
O=C(C1CCCN(S(=O)(=O)c2ccccc2)C1)N1CCN(c2ncccn2)CC1 (stereo not drawn)	-10	-2	-2%	-5	3	-4%	-0.5%	2%	4

Of the compounds above, these have a CF3 group.
SMILES	D1 antagonist	D2 potentiator	Glioma ERSR ind	D1 PAM	D1 ag	Vif-A3F inh	RXFP1 agonist	Vif-APOBEC3G blk	RXFP1 antag
Cc1nc2ccccc2n1CCc1nc2c3ccccc3nc(SCC(=O)Nc3cccc(C(F)(F)F)c3)n2n1	-10	4	-3%	-2	4	2%	1.3%	-10%	3
CCOC(=O)C(O)(CC(=O)c1ccc(OC)cc1)C(F)(F)F (stereo not drawn)	-3	4	-2%	-2	9	/	-4.0%	-1%	-12

By substructure: the compounds so far with a thiophene ring, fused or not
SMILES	D1 antagonist	D2 potentiator	Glioma ERSR ind	D1 PAM	D1 ag	Vif-A3F inh	RXFP1 agonist	Vif-APOBEC3G blk	RXFP1 antag
CC(=O)Nc1ccccc1OCC(=O)c1cc(C)n(Cc2cccs2)c1C	-20	9	-1%	0	25	0%	3.5%	3%	-9
CC(C)CNC(=S)NNC(=O)c1csc2c1CCC(C)C2 (stereo not drawn)	3	-1	6%	4	0	-2%	0.9%	0%	-5

Grouped by structure, the entries above containing a COOH group (two)
SMILES	D1 antagonist	D2 potentiator	Glioma ERSR ind	D1 PAM	D1 ag	Vif-A3F inh	RXFP1 agonist	Vif-APOBEC3G blk	RXFP1 antag
O=C(O)CSc1nc2ccccc2c(=O)[nH]1	9	3	-1%	-3	1	0%	0.1%	6%	-18
C[C@H]1[C@H](C)CC[C@]2(C(=O)O)CC[C@]3(C)C(=CC[C@@H]4[C@@]5(C)C[C@@H](O)[C@H](O)C(C)(C)[C@@H]5CC[C@]43C)[C@H]12	12	-1	-6%	-2	0	10%	1.8%	-13%	/

Bioassay records from PubChem.

A portion of the library. The share of hits here may be higher or lower than overall.
